Akt phos inh – HTS Assay for Inhibitors of Akt Phophorylation: Primary Screen | Neuro2A IGF-stimulated pAkt S473 HTRF, 20 min; active compounds read low | activity change, % for hits at 50 µM | 0.32% of 360,000 active; in the data active = activity change below about -80%; inconclusive = mostly about -51% to -80%; note: % is set by controls: 0 for no effect and ±100 for the full control effect
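Neuro2A cells (4,500/well, DMEM with 0.5% FBS) were treated with compound at a single 50 µM final concentration, stimulated with 6 nM IGF for 20 min at 37 °C, and lysed. Phospho-Akt Ser473 was read by HTRF as 665/615 ratio ×10^4.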
CCT modulator – High-Throughput Screening for Modulators of Cytosolic Chaperonin Activity. purified chaperonin ATPase assay, HTRF ADP detection, 30 min. activity change, % (concentration not given with the values), hits read low. 0.3% of 360,000 active. AID 651819, 2012; in the data active = activity change below about -30%; note: % is set by controls: 0 for no effect and ±100 for the full control effect
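TRiC at 40 or 20 nM final (batch-dependent) in 30 mM Tris pH 7.4, 100 mM KCl, 5 mM MgCl2, 1 mM DTT, with compound at single 76 uM and 10 uM ATP, 30 min at 37 deg C. ADP detected by HTRF Transcreener, 665/615 ratio.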
TGFb inhibitor – qHTS for Inhibitors of TGF-b. HepG2 CAGA-GFP TGF-b/SMAD3 reporter, GFP fluorescence, 18 h; TGF-beta stimulated, 500 pg/mL final. Potency, µM (series often up to 46.1 µM), inactives show at the highest dose activity, negative = inhibition, most hits filed as inhibitors. 1.2% of 410,000 active. AID 588855, 2011; note: potency is the fitted concentration of half-maximal effect; % is set by controls: 0 for no effect and ±100 for the full control effect; nearly all actives have a fitted effect of over 65% in size
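Inhibition was scored as loss of TGF-beta-induced (500 pg/mL final, 18 hours, 37 degrees C) GFP in HEPG2 cells carrying a CAGA-GFP reporter, in DMEM with 1% FBS. Well GFP was summed per cell; Activity was normalised to unstimulated and stimulated DMSO wells, then concentration-response fitting.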
Nrf2 ARE act – qHTS of Nrf2 Activators; AREc32 ARE-luciferase reporter (MCF7-derived line), luminescence, 24 h; AID 624171, 2012; 0.31% of 410,000 active; Potency, µM (titrated, usually from 46.1 µM), without a hit: at the top dose activation, hits mostly activators; note: potency is the fitted concentration of half-maximal effect; % of control where 0% means no effect; nearly all actives have a fitted effect of over 65% in size
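Quantitative high-throughput format: AREc32 reporter cells, 1000 per well, received compound by pin transfer and were incubated 24 hr at 37 deg C, 5% CO2, before Steady-Glo luminescence detection.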
Nrf2 block – Nrf2 qHTS screen for inhibitors | 2.1% of 360,000 active | A549 ARE-Fluc reporter, luciferase luminescence, 18-24 h | Potency, µM (top dose mostly 46 µM), without a hit: at the highest dose activity change, negative = inhibition, usual class: inhibitors; note: potency is the fitted concentration of half-maximal effect; % is set by controls: 0 for no effect and ±100 for the full control effect; nearly all actives have a fitted effect of over 60% in size
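Two sequential reads on A549 ARE_Fluc cells exposed to compound for 18-24 h: a CellTiter-Fluor fluorescence read for viability, then a luciferase luminescence read for Nrf2/ARE activity.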
Abeta yeast res – qHTS for compounds that reverse cellular toxicity of Amyloid beta (A-beta) peptide in yeast: Primary Screen; yeast expressing A-beta42, growth rescue, OD600, 48 h; response scale: 0% DMSO, 100% iron-clioquinol control; Potency, µM (highest dose often 46.1 µM), for the others: at the top dose growth rescue, hits mostly activators; 0.063% of 410,000 active; AID 1347071, 2019; note: potency is the fitted concentration of half-maximal effect; nearly all actives have a fitted effect of over 55% in size
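Growth rescue measured by 600 nm absorbance after 48 h yeast culture at 30 C with compound. Values normalized between DMSO and an equimolar ferric chloride plus clioquinol control.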
A549 tox – Nrf2 qHTS screen for inhibitors: counterscreen for cytotoxicity. Potency, µM (series often up to 46 µM), for inactives: at the top dose activity change, negative = cytotoxicity, actives largely listed as inhibitors. 0.16% of 390,000 active. A549 ARE-Fluc cells, CellTiter-Fluor viability, 18-24 h; note: potency is the fitted concentration of half-maximal effect; % is set by controls: 0 for no effect and ±100 for the full control effect
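A549 ARE_Fluc cells in 5% FBS OPTI-MEM were exposed to compounds in concentration-response for 18-24 h at 37 deg C. Viability was read by CellTiter-Fluor fluorescence (Ex 405/Em 525) after 30 min, before the luciferase read.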
HepG2 tox – qHTS for Inhibitors of TGF-b: Cytotox Counterscreen | HepG2 CAGA-GFP viability, ATP luminescence, 18 h | Potency, µM (series often up to 46.1 µM), for the others: at the top dose activity change, negative = cytotoxicity, actives largely listed as cytotoxic | 0.76% of 410,000 active; note: potency is the fitted concentration of half-maximal effect; some results filed as inactive show a strong effect at the top dose
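HepG2 CAGA-GFP cells (1000/well, DMEM with 1% FBS) received compound, then TGF-beta at 500 pg/mL final, and were incubated 18 hours at 37 degrees C. Viability was read by CellTiter-Glo luminescence. Media-only wells were set as complete cell-killing and DMSO as no toxicity.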
Mm-Cpn inhibitor – Inhibitors of TCP-1 ring complex (TRiC) of Methanococcus maripaludis (MmCpn): qHTS. Chaperonin Mm-Cpn (Methanococcus maripaludis). purified Mm-Cpn ATPase, ADP Transcreener TR-FRET. Potency, µM (doses to about 76.9 µM), for inactives: at the top dose activity, negative = inhibition, actives largely listed as inhibitors. 0.031% of 330,000 active. AID 504842, 2011; note: potency is the fitted concentration of half-maximal effect; % is set by controls: 0 for no effect and ±100 for the full control effect; nearly all actives have a fitted effect of over 80% in size
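Purified archaeal Mm-CPN (25nM final) preincubated 10 min at 37degC with compound, then 10uM ATP for 30 min at 37degC; ADP measured by HTRF Transcreener TR-FRET; buffer 30 mM TRIS pH 7.4, 100mM KCl, 5mM MgCl2, 1mM DTT.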
Active calls of the source: *; i = inactive; u = inconclusive; x = not tested or not shown; & = joins results of further samples; [ ] = remark or other dose. Unless noted, calls come from the whole dose curve; as a rule, active = well fitted curve in the direction sought with a large enough effect; inconclusive = small, poorly fitted or top-dose-only effect, or another doubt; inactive = no such curve, though single readings can be large; an effect the other way counts as inactive or inconclusive.

SMILES	Akt phos inh	CCT modulator	TGFb inhibitor	Nrf2 ARE act	Nrf2 block	Abeta yeast res	A549 tox	HepG2 tox	Mm-Cpn inhibitor
Cc1ccc(C(=O)NCCn2c(N)c(C#N)c3nc4ccccc4nc32)cc1	i	-0.9	-1%	-0.2%	-25%	-13%	16%	1%	-6%
Cc1c(NS(=O)(=O)c2cccc(C(=O)Nc3ccccc3)c2)c(=O)n(-c2ccccc2)n1C	i	-0.3	1%	-0.4%	15%	5%	0%	-9%	-2%
CC(C)(C)C(=O)/C(C#N)=C/c1ccc(O)cc1	i	-5.7	12%	0.2%	-18%	-1%	-11%	2%	-1%
CCOc1ccccc1NC(=O)NNC(=O)COc1cccc(C)c1C	i	-1.9	-11%	0.4%	2%	10%	6%	-12%	0%
CCCn1c(N)c(C(=O)CN(C)CC(=O)Nc2c(C)cc(C)cc2C)c(=O)[nH]c1=O	i	-0.6	5%	-0.6%	9%	13%	-4%	-22%	-1%
O=C1C=C(NCC2CCCO2)CC(c2ccccc2)C1 (stereo unspecified)	i	-0.2	-17%	1.7%	u	-5%	1%	-5%	0%
CCOc1ccc2[nH]c3c(=O)n(CCc4ccc(OC)cc4)cnc3c2c1	i	0.1	-4%	-0.4%	3%	-4%	4%	-9%	1%
CCC(Sc1ccc2nnc(-c3cccnc3)n2n1)C(=O)OC (stereo unspecified)	i	-3.0	4%&0%	-0.6%	-23%&-4%	-1%	-2%&0%	1%&-2%	-1%
CC(C)COP(=O)(c1ccc(N(C)C)cc1)C(O)c1ccncc1 (stereo unspecified)	i	-0.4	-11%	-0.5%	7%	10%	-5%	-1%	0%
C=CCn1c(=O)c2c3c(sc2n2c(Nc4ccc(C(=O)OCC)cc4)nnc12)CCCC3	x	0.8	10%	-0.2%	5%	-16%	-12%	-12%	-2%
CCOc1ccc(NCCC#N)cc1	i	0.5	2%	-0.7%	14%	10%	5%	3%	0%
O=C(c1ccc(N2C(=O)c3ccccc3C2=O)cc1)N1CCN(S(=O)(=O)c2ccccc2F)CC1	i	-0.2	-2%	-0.8%	x	6%	x	-6%	x
COC(=O)c1sccc1NC(=O)Nc1ccc(Cl)c(Cl)c1	i	-1.5	u	u	u	-6%	-14%	-45%	u
CN(C)c1ccc(/C=N/NC(=O)CCCO)cc1	i	-0.3	24%	3.6%	13%	-9%	-1%	0%	-3%
C=CCNC(=O)c1onc(CSc2cccc(Cl)c2)c1C(=O)O	i	-2.4	1%	0.2%	u	-6%	3%	-4%	2%

Continued, starting with the last 2 of the part before.
SMILES	Akt phos inh	CCT modulator	TGFb inhibitor	Nrf2 ARE act	Nrf2 block	Abeta yeast res	A549 tox	HepG2 tox	Mm-Cpn inhibitor
CN(C)c1ccc(/C=N/NC(=O)CCCO)cc1	i	-0.3	24%	3.6%	13%	-9%	-1%	0%	-3%
C=CCNC(=O)c1onc(CSc2cccc(Cl)c2)c1C(=O)O	i	-2.4	1%	0.2%	u	-6%	3%	-4%	2%
CCc1ccc(NC(=O)CN(c2ccc(OC)cc2)S(=O)(=O)c2c(C)[nH]c(=O)[nH]c2=O)cc1	i	1.3	12%&15%	0.0%&-0.8%	-9%&5%	-11%	1%&-6%	26%&5%	0%
CCOC(=O)c1c(NC(=O)c2cc(-c3ccc(OC)c(OC)c3)on2)sc(C)c1C	x	x	10%	0.3%	1%	3%	0%	6%	x
CCOC(=O)CNC(=O)CSc1ncnc2c1cnn2-c1ccccc1	i	-4.7	9%	0.0%	6%	3%	0%	-2%	3%
Oc1ccc(/C=N/n2c(-c3ccccc3)n[nH]c2=S)cc1	i	-0.4	5%	0.1%	-8%	5%	-1%	-3%	0%
CC(=O)Nc1cc(NC(C)=O)cc(C(=O)OCC(=O)N2CC(C)OC(C)C2)c1 (stereo unspecified)	i	-1.5	-3%	-0.5%	x	16%[9.22 µM]	-1%	1%	-24%
COc1ccccc1N1CCN(C(=O)c2cc(-c3ccc(Cl)c(Cl)c3)on2)CC1	i	-1.4	0%	-0.1%	1%	20%	-7%	-3%	2%
Oc1[nH]c2ccccc2c1C=Nc1ccc2c(c1)OCCO2	i	-4.4	-3%	0.4%	u	7%	u	-28%	-1%
O=C(c1cccc(Br)c1)N1CCN(c2ccccn2)CC1	i	0.0	1%	-0.6%	-21%	4%	-6%	-23%	x
O=C(CCCN=C1NS(=O)(=O)c2ccccc21)OCC(=O)c1ccc(F)cc1	i	-0.1	13%	0.1%	3%	12%	1%	0%	0%
COc1ccc(/C=C/c2n[nH]c(=O)c(C#N)c2C)cc1	i	2.6	-2%	21%	2%	2%	-9%	-12%	1%
CCCN(C(=O)CSc1nc2c(cnn2-c2ccccc2)c(=O)[nH]1)C1CCS(=O)(=O)C1 (stereo unspecified)	i	-0.1	14%	-0.2%	17%	-2%	5%	0%	2%
COc1ccccc1CNC(=O)C1CCN(S(=O)(=O)c2ccc3c(c2)OCCO3)CC1	i	0.2	-3%	-0.4%	2%	7%	1%	-2%	0%
COc1cc(OC)cc(C(=O)N2CCC(C(=O)Nc3ccc4c(c3)OCCO4)CC2)c1	i	-0.7	1%	-0.1%	-23%	-2%	-4%	-9%	0%
CCOc1ccccc1C(=O)NN1C(=O)C2CCCCC2C1=O (stereo unspecified)	i	-2.2	-12%	3.9%	14%	6%	7%	-8%	-2%
C/C(N)=C(\C#N)C(=O)NCCc1ccccn1	i	0.5	-13%	0.1%	4%	10%	-2%	5%	-2%
O=C(Nc1cccnc1Cl)c1cc(-c2ccco2)on1	i	-2.2	22%	10µM*	u	8%	1%	4%	-4%
COC(=O)CSc1nnc(-c2ccc(OC)c(OC)c2)o1	i	2.7	0%	0.4%	7%	-9%	3%	0%	0%
Cc1onc(-c2ccccc2)c1C(=O)NNC(=S)NC(=O)c1ccc2c(c1)OCO2	i	-2.0	u	-0.1%	u	u	-5%	-17%	-2%
CCN1CNC(=S)N(c2cccc(C)c2)C1	i	-1.7	-19%	0.4%	-1%	7%	-8%	-41%	0%
COc1ccc2c(c1)c1c(c(=O)n(-c3cccc(C)c3)c(=O)n1CC(=O)NCCC1=CCCCC1)n2C	x	x	-10%	1.3%	3%[9.27 µM]	-2%	-2%	3%	x
O=C1OC(/C(=C\Nc2ccc(F)cc2F)[N+](=O)[O-])c2ccccc21 (stereo unspecified)	i	0.2	3%	u	u	20%	-22%	-8%	2%
CCOc1ccc(S(=O)(=O)N(C)CC(=O)NC2CC2)cc1	i	-0.2	9%	-1.0%	0%	-20%	9%	14%	-5%
O=C(COC(=O)C1CCN(c2ccc(C(F)(F)F)cn2)CC1)Nc1ccc(F)cc1[N+](=O)[O-]	i	-2.8	-6%	-0.7%	17%	11%	7%	-3%	1%
CCN(C(=O)CC(C)C)c1nnc(Cn2nnc3ccccc32)s1	i	-0.1	-6%	3.4%	u	15%	-4%	-1%	1%
C=CCNC(=S)NNC(=O)C(CCCC)CC(C)O (stereo unspecified)	i	0.1	u	-0.4%	x	-17%	13%	-2%	1%
CC1CCCCC1NS(=O)(=O)c1ccc(S(=O)(=O)N2CCN(CCC#N)CC2)cc1 (stereo unspecified)	i	-0.3	3%	7.9%	12%	12%	4%	-23%	1%
Cc1nc(-c2ccc(F)cc2)c(CC(=O)N2CCN(S(=O)(=O)c3cccc([N+](=O)[O-])c3)CC2)s1	i	-1.3	2%	1.3%	-12%	2%	-7%	-19%	-4%
N#CCCN(CCC#N)C(=O)COc1ccc(Cl)cc1Cl	i	-0.6	-4%	-0.6%	-6%	10%	4%	-1%	-2%
O=C(NCCCN1CCCC1=O)NC12CC3CC(CC(C3)C1)C2	i	-0.6	9%	0.0%	3%	3%	-8%	0%	1%
Cc1cccc(-n2nnc(C(=O)Nc3ccc(F)cc3)c2N)c1	i	-1.3	-8%	1.9%	u	0%	-11%	6%	-1%

Molecules shown so far containing an NH in an aromatic ring, in the order listed:
SMILES	Akt phos inh	CCT modulator	TGFb inhibitor	Nrf2 ARE act	Nrf2 block	Abeta yeast res	A549 tox	HepG2 tox	Mm-Cpn inhibitor
CCCn1c(N)c(C(=O)CN(C)CC(=O)Nc2c(C)cc(C)cc2C)c(=O)[nH]c1=O	i	-0.6	5%	-0.6%	9%	13%	-4%	-22%	-1%
CCOc1ccc2[nH]c3c(=O)n(CCc4ccc(OC)cc4)cnc3c2c1	i	0.1	-4%	-0.4%	3%	-4%	4%	-9%	1%
CCc1ccc(NC(=O)CN(c2ccc(OC)cc2)S(=O)(=O)c2c(C)[nH]c(=O)[nH]c2=O)cc1	i	1.3	12%&15%	0.0%&-0.8%	-9%&5%	-11%	1%&-6%	26%&5%	0%
Oc1ccc(/C=N/n2c(-c3ccccc3)n[nH]c2=S)cc1	i	-0.4	5%	0.1%	-8%	5%	-1%	-3%	0%
Oc1[nH]c2ccccc2c1C=Nc1ccc2c(c1)OCCO2	i	-4.4	-3%	0.4%	u	7%	u	-28%	-1%
COc1ccc(/C=C/c2n[nH]c(=O)c(C#N)c2C)cc1	i	2.6	-2%	21%	2%	2%	-9%	-12%	1%
CCCN(C(=O)CSc1nc2c(cnn2-c2ccccc2)c(=O)[nH]1)C1CCS(=O)(=O)C1 (stereo unspecified)	i	-0.1	14%	-0.2%	17%	-2%	5%	0%	2%
